# Assay outcomes (PubChem BioAssay)
# MRP resist rev: compounds reversing MRP-mediated drug resistance. 85,000 compounds, 0.04% hits. differential viability (reversal), % at 10 µM. H69AR cells + 2 uM doxorubicin, CellTiter-Glo, 72 h;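 active = viability drop by adding the cancer drug above about 55%, with treated viability meeting a 40% cutoff, limit read from the data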;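 also: viability without doxorubicin minus viability with 2 µM doxorubicin for each compound; larger differential means the compound sensitizes cells more to doxorubicin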
# IL1B NFkB inh: blocks IL-1B driven NFkB nuclear translocation in HUVEC cells. HUVEC IL-1B NFkB p65 nuclear translocation imaging. inhibition, % at 2 µM. 94,000 compounds, 0.43% hits;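 active = inhibition above about 30% together with a positive call from visual inspection of the well image, limit read from the data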;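 also: nuclear over cytoplasmic p65 intensity ratio measured by imaging; 0% = IL-1B stimulated DMSO wells and 100% = unstimulated DMSO wells; values of inactives mirror those of a sister screen read the other way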
# NFkB transloc pot: enhances IL-1B driven NFkB nuclear translocation; AID 819; 94,000 compounds, 0.3% hits; HUVEC IL-1B NFkB p65 nuclear translocation imaging; activation, % at 2 µM;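 active = activation above 40%, about the mean plus 3 SD, also judged a hit on visual image review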;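 also: percent activation is computed from the nuclear over cytoplasmic p65 intensity ratio; values of inactives mirror those of a sister screen read the other way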
# PLAP inhibitors HTS: inhibition of human placental alkaline phosphatase – biochemical, luminescence, HTS (AID 690); inhibition, % at 20 µM; hits with a dose series show IC50 in µM; purified PLAP, luminescent substrate; higher % means a stronger effect; 96,000 compounds, 0.08% hits; in the data active = a potency from the dose series; inactive = the rest, 99 in 100 with inhibition below about 30%; also: strong numbers were not always called active
# Bcl-B TR3 displacers: displacers of TR3 peptide from Bcl-B, primary screen, selectivity assay for Bfl-1 inhibitor project, biochemical, fluorescence polarization | 96,000 compounds, 0.11% hits | displacement, % at 20 µM; hits with a dose series show IC50 in µM | AID 748 | FP displacement of FITC-TR3 peptide from Bcl-B; higher % means a stronger effect;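 active = displacement above 50% at 20 µM plus a fluorescence interference ratio under 1.5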;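 also: plate controls were wells without compound for no effect and wells lacking Bcl-B protein for full effect; a part of the inactive calls stands beside numbers as strong as those of hits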
# MRP resist rev cytotoxicity: second read-out of MRP resist rev, no call of its own (marks repeat the call); viability, %; H69AR cells, CellTiter-Glo, 72 h; measured here: cytotoxicity without doxorubicin
# MRP resist rev with doxorubicin: also measured in MRP resist rev; calls as there; viability, %; measured here: viability with 2 uM doxorubicin; stronger effect = lower value
# IL1B NFkB inh cell count 2 µM: second read-out of IL1B NFkB inh, no call of its own (marks repeat the call); cell count; measured here: cells passing quality filter;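 raw number of nuclei counted in each imaged well without normalization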
# NFkB transloc pot cell count 2 µM: further read-out of NFkB transloc pot, marked with its call; cell count; measured here: cells passing quality filter
# * marks the source's active call; other numbers are inactive results; / = no result given. Some of the compounds tested (hit frequency here may not be typical).
SMILES,MRP resist rev,MRP resist rev cytotoxicity,MRP resist rev with doxorubicin,IL1B NFkB inh,IL1B NFkB inh cell count 2 µM,NFkB transloc pot,NFkB transloc pot cell count 2 µM,PLAP inhibitors HTS,Bcl-B TR3 displacers
Cn1c(=O)n(C)c2cc(S(=O)(=O)Nc3ccccc3O)ccc21,6,100,94,-20,58,20,58,-15%,/
COc1ccc(N2CSC3=C(C#N)C(c4ccc(OC)c(OC)c4)CC(=O)N3C2)c(OC)c1 (stereo not given),16,76,61,-31,200,31,200,-38%,-16%
CCn1c(SCC(=O)Nc2cc(F)ccc2C)nnc1-c1ccccc1O,-2,94,96,6,84,-6,84,-31%,-3%
COc1ccc(C2CC(c3ccc(OC)cc3)n3nc(NC(=O)c4cccs4)nc3N2)cc1 (stereo not given),18,110,92,-7,158,7,158,4%,5%
COc1cccc(CNC(=O)C2=C(C)C(=O)OC23CCC(C)CC3)c1 (stereo not given),/,/,/,11,112,-11,112,-6%,0%
O=C(c1cccnc1)N1CCN(Cc2cccc(F)c2)CC1,/,/,/,3,164,-3,164,0%,-10%
COc1ccc(NS(=O)(=O)c2cc(C)ccc2C)cc1,-26,13,40,8,205,-7,205,0%,18%
COc1ccc(C(=O)CSc2nnc(-c3ccc(C)cc3)o2)cc1,3,102,100,-24,134,24,134,2%,6%
C=CCNc1nc(-c2ccc(O)c(C(N)=O)c2)cs1,8,107,98,-4,49,4,49,-19%,0%
Cc1ccc(OCCSc2ncnc3nc[nH]c23)cc1,14,92,78,-11,181,11,181,-140%,3%
COc1cc(C(=O)N(Cc2ccc(F)cc2)C2CCS(=O)(=O)C2)cc(OC)c1OC (stereo not given),0,79,79,/,/,/,/,-7%,-12%
O=C(N/N=C/c1cccs1)C1COc2ccccc2O1 (stereo not given),-33,24,57,-4,110,4,110,-42%,0%
COc1ccc(C2(C(=O)NC(C)C)CCCC2)cc1OC,-14,82,97,-33,126,33,126,-48%,-4%
Cc1nc2nc(-c3ccccc3)[nH]n2c(=O)c1Cc1ccccc1,-2,89,91,14,92,-14,92,28%,-42%
Cc1ccccc1CSCCNC(=O)CN(c1ccc2c(c1)OCO2)S(C)(=O)=O,3,79,76,-12,93,12,93,4%,-12%
O=C(N/N=C\c1ccc(Cl)cc1)c1sccc1-n1cccc1,/,/,/,-1,161,1,161,21%,-1%
CC(c1ccccc1)n1cc(C(=O)NCc2cccnc2)nn1 (stereo not given),2,106,104,-10,63,10,63,14%,-3%
COc1ccc(-c2nc3ncccn3c2Nc2ccc3c(c2)OCCO3)cc1,11,93,82,17,55,-17,55,0%,-6%
CCN(CC)C(=O)CSc1nnc(-c2cccc(OC)c2)o1,-2,76,78,/,/,/,/,-34%,-6%
O=C(Nc1ccn(Cc2ccccc2F)n1)c1ccc(COc2ccc(Cl)cc2Cl)o1,/,/,/,/,/,/,/,-2%,-6%
Cc1ccc(S(=O)(=O)N2CCC(C(=O)Nc3nnc(-c4ccco4)s3)CC2)cc1,-15,38,53,2,41,-2,41,-19%,-7%
Cc1cc(C)cc(N2C(=O)C3C4C=CC(C4)C3C2=O)c1 (stereo not given),-9,88,98,-12,167,13,167,0%,39%
CCc1nc(N2CCN(S(=O)(=O)c3ccc(Br)cc3)CC2)c2c(C)c(C)sc2n1,3,92,89,-12,115,12,115,/,/
O=C(COC(=O)CCc1c[nH]c(=O)[nH]1)Nc1cccc(Cl)c1,/,/,/,8,130,-8,130,-38%,7%
O=C(c1ccc(Cl)c(S(=O)(=O)NCc2ccco2)c1)N1CCN(c2ccccc2F)CC1,-56,21,77,-21,190,21,190,8%,3%

# Reprinted at random: 2 records from the list.
SMILES,MRP resist rev,MRP resist rev cytotoxicity,MRP resist rev with doxorubicin,IL1B NFkB inh,IL1B NFkB inh cell count 2 µM,NFkB transloc pot,NFkB transloc pot cell count 2 µM,PLAP inhibitors HTS,Bcl-B TR3 displacers
Cc1ccccc1CSCCNC(=O)CN(c1ccc2c(c1)OCO2)S(C)(=O)=O,3,79,76,-12,93,12,93,4%,-12%
CCN(CC)C(=O)CSc1nnc(-c2cccc(OC)c2)o1,-2,76,78,/,/,/,/,-34%,-6%

# Next records.
SMILES,MRP resist rev,MRP resist rev cytotoxicity,MRP resist rev with doxorubicin,IL1B NFkB inh,IL1B NFkB inh cell count 2 µM,NFkB transloc pot,NFkB transloc pot cell count 2 µM,PLAP inhibitors HTS,Bcl-B TR3 displacers
O=C(COC(=O)C1CCN(S(=O)(=O)c2cccs2)CC1)c1cc2ccccc2o1,5,94,90,-3,171,3,171,-5%,-28%
COc1ccc(CN2CCOCC2)cc1,-2,90,92,-4,148,4,148,10%,-8%
CCC(OC(=O)CCc1nc2ccccc2[nH]c1=O)C(=O)c1ccccc1 (stereo not given),5,87,81,-4,149,4,149,-18%,-12%
COCCCN1C(=O)c2ccc(C(=O)O)cc2C1=O,10,101,91,17,102,-17,102,12%,8%
CC(C)Nc1oc(Cc2cccc3ccccc23)nc1C#N,2,87,84,8,171,-8,171,3%,3%
O=C(c1ccc(COc2ccccc2Cl)o1)N1CCCC1,18,92,74,-7,78,7,78,-9%,-7%
CC(=O)N1CCc2cc(S(=O)(=O)NC(C(=O)Nc3ccc4c(c3)OCCO4)C(C)C)ccc21 (stereo not given),-5,96,101,/,/,/,/,-9%,-8%
O=C(c1ccccc1)c1cccn1CC(=O)N1CCN(c2ccc(F)cc2)CC1,-8,80,87,-20,98,20,98,-28%,-8%
Cc1cc(NC(=O)Cn2nnc3sc4c(c3c2=O)CCCC4)no1,-6,93,99,4,81,-4,81,21%,-4%
COc1cc(NC(=O)c2ccc(C)cc2)c(OC)cc1NC(=O)CN1CCOCC1,10,75,65,-10,195,10,195,-54%,0%
COc1ccc(C2C(C#N)=C(N)SC(N)=C2C#N)cc1OC,-1,87,87,13,88,-13,88,-30%,-8%
CN(C(=O)C1CCCO1)c1nnc(-c2ccccn2)s1 (stereo not given),3,95,91,-4,146,5,146,-9%,1%
O=C1c2ccccc2S(=O)(=O)N1CCOc1ccc(F)cc1,6,101,96,-15,200,15,200,32%,-6%
CN(C)C(=O)CCc1nc2sc3c(c2c(=O)[nH]1)CCCC3,9,91,83,4,89,-3,89,-23%,6%
Cc1ccc2nc(SCC(=O)Nc3nnc(SCC(N)=O)s3)[nH]c2c1,/,/,/,-6,177,6,177,-8%,1%
COc1ccccc1NC(=O)c1nnn(CC(=O)Nc2cccc(SC)c2)c1N,0,89,89,-26,150,26,150,-22%,3%
Cc1nc(NC(=O)CCCC(=O)Nc2nc(C)c(C)s2)sc1C,0,93,92,-16,97,16,97,-7%,-9%
C=CCN(CC=C)S(=O)(=O)c1ccc(NC(=S)NC(=O)/C=C/c2ccc(C)cc2)cc1,/,/,/,-19,159,19,159,11%,-3%
Cc1nn(Cc2cccc(C(=O)Nc3ccn(Cc4ccccc4)n3)c2)c(C)c1[N+](=O)[O-],/,/,/,14,180,-14,180,15%,4%
COCCCNC(=O)c1cc(OC)c(OC)c(OC)c1,5,94,89,8,178,-8,178,16%,-1%
CCCCn1nc2cc(C(=O)NCc3ccc(OC)cc3)ccc2c1OCC,/,/,/,-16,159,16,159,8%,8%
Cc1c(C)c2cc(Cl)c(O)c(CN3CCCC(C)C3)c2oc1=O (stereo not given),-7,84,91,6,146,-6,146,-75%,8%
Cc1occc1C(=O)NCCc1cccc(Cl)c1,7,99,92,9,136,-9,136,-37%,-32%
O=C(CCCC(=O)N(c1ccc2c(c1)OCCO2)C(C(=O)NC1CCCCC1)c1ccc(Cl)cc1)Nc1ccccn1 (stereo not given),/,/,/,-18,134,18,134,-30%,5%
O=C(Nc1nnc(SCc2ccc(F)cc2)s1)c1ccco1,1,98,97,-20,121,20,121,16%,-3%

# Copied from the list.
# For IL1B NFkB inh, O=C(Nc1nnc(SCc2ccc(F)cc2)s1)c1ccco1 reads -20
# For IL1B NFkB inh cell count 2 µM, O=C1c2ccccc2S(=O)(=O)N1CCOc1ccc(F)cc1 reads 200
# For MRP resist rev, COc1cc(NC(=O)c2ccc(C)cc2)c(OC)cc1NC(=O)CN1CCOCC1 reads 10

# Other records
SMILES,MRP resist rev,MRP resist rev cytotoxicity,MRP resist rev with doxorubicin,IL1B NFkB inh,IL1B NFkB inh cell count 2 µM,NFkB transloc pot,NFkB transloc pot cell count 2 µM,PLAP inhibitors HTS,Bcl-B TR3 displacers
Cc1cccc(-c2noc(-c3cc4ccccc4oc3=O)n2)c1,/,/,/,10,150,-9,150,12%,-8%
COC(=O)COc1nsnc1N1CCOCC1,7,97,91,-12,126,12,126,13%,-10%
c1csc(-c2cn3c(n2)SCC3)c1,-2,82,84,2,199,-2,199,5%,-4%
Cc1ccc(-c2nnc(SCC(=O)O)n2N)cc1,1,99,98,-4,83,4,83,14%,9%
CCOC(=O)c1c(NC(=O)CC2SC(N)=NC2=O)sc2c1CCCC2 (stereo not given),/,/,/,-8,152,8,152,-52%,8%
CCOc1ccc(N(CC(=O)N2CCN(c3ccccc3)CC2)S(=O)(=O)c2c(C)noc2C)cc1,7,82,75,5,181,-5,181,-50%,-12%
CC(C)C1Cc2c(C#N)c(N)n(C)c(=S)c2CO1 (stereo not given),7,102,95,2,65,-2,65,-4%,32%
CCOC(=O)Cn1nc(/C=C/c2ccc(C(C)C)cc2)ccc1=O,/,/,/,2,123,-2,123,-28%,5%
O=C1C(Cl)=C(N2CCOCC2)C(=O)N1c1ccccc1Cl,-67,28,95,4,128,-4,128,-12%,-3%
CCOC(=O)/C(C#N)=C1/SC(CC)C(=O)N1c1ccc(Br)cc1 (stereo not given),14,93,79,-11,152,11,152,-6%,-4%
COc1ccc(N2CCN(C(CNC(=O)C3CCCCC3)c3cccnc3)CC2)cc1 (stereo not given),-11,80,91,/,/,/,/,-16%,-8%
CC1=C(C(N)=O)C(c2ccccc2)n2nc(-c3ccncc3)nc2N1 (stereo not given),-9,98,108,-8,112,8,112,1%,0%
O=C(CNC(=O)c1ccccc1)NC1(C(=O)NC2CCCC2)CCCCC1,24,105,81,-12,89,12,89,8%,-18%
CCCc1nnc(NC(=O)CCC(=O)N2CCCCC2CC)s1 (stereo not given),16,93,76,-31,125,31,125,-2%,-7%
COc1cccc(NC(=O)Nc2cccs2)c1,-9,80,89,-26,137,26,137,/,/
Cc1cc(/C=N/NC(=O)c2cccc([N+](=O)[O-])c2)c(C)n1-c1ccc(Cl)cc1Cl,/,/,/,7,105,-7,105,13%,-3%
COc1ccc(CNC(=O)C2CCCN(S(=O)(=O)c3cnc[nH]3)C2)cc1 (stereo not given),5,96,91,-9,174,9,174,4%,1%
O=C(Cc1ccc(S(=O)(=O)N2CCCC2)s1)Nc1nc2c(s1)CCCC2,-15,84,99,-1,161,1,161,-26%,-9%
CCN1C(=O)C(O)(C2COC(C)(C)CC2=O)c2ccccc21 (stereo not given),-3,59,62,-13,155,13,155,11%,2%
Nn1c(SCC(=O)Nc2ccc3c(c2)OCCO3)nnc1-c1ccccn1,11,92,81,-14,140,14,140,13%,-10%
S=C1NCCc2ccc(Cl)cc2C1c1ccccc1Cl (stereo not given),-3,76,79,-3,168,3,168,/,/
S=c1[nH]nc(COc2ccc(Cl)cc2)o1,6,109,103,/,/,/,/,-3%,8%
O=C1C(N2CCOCC2)=C(n2nnc3ccccc32)C(=O)c2ccccc21,0,1,1,-7,172,7,172,-10%,26%
Cn1c(SCC(=O)Nc2sccc2C#N)nnc1-c1ccccc1,2,83,81,-4,179,4,179,-19%,-18%
CC(=O)c1ccc(Oc2cc(C)nc(-n3nc(C)cc3C)n2)cc1,-6,23,30,11,133,-11,133,-7%,2%
CC(C)CC(NC(=O)C1CCC(C)CC1)C(=O)NCc1ccccn1 (stereo not given),/,/,/,-3,142,3,142,-4%,-6%
